# Screening results deposited in PubChem by The Scripps Research Institute Molecular Screening Center.
# CHO-K1 Ca ag = counter-screen for M1 agonists: effect in parental CHO-K1 cells | 0.48% of 360,000 active | Fluo-8 calcium fluorescence; scaled to maximal ATP response, vehicle zero | activation, % at 3 µM; in the data active = activation above about 15%;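 also: untransfected CHO-K1 host cells lacking M1 receptor as counterscreen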
# CHO parental Ca = counter-screen: ATP calcium response change in parental CHO cells; AID 463079; inhibition, % at 5.6 µM; 0.63% of 330,000 active; parental CHO-K1, ATP-induced calcium, Fluo-8 fluorescence;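 active = inhibition above that plate's mean sample inhibition plus 3 SD, cut at about 26% in these data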;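 also: 0% = ATP-challenged DMSO wells and 100% = DMSO wells without ATP; some compounds past the cut are filed as inactive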
#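 Assay system: parental CHO cells; Read-out basis: percent inhibition of ATP-evoked calcium rise, normalized to controls; Benchmarks: ATP and no-ATP DMSO wells; Compound dosing: single nominal dose of 5.6 µM per compound; Signal: Fluo-8 calcium dye fluorescence; Also added: ATP as calcium-mobilizing challenge; Repeats: singlicate.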
# M1 antag = antagonists of human M1 muscarinic receptor | CHO-K1 hM1, Fluo-8 calcium fluorescence, ACh EC80 antagonist | 1.3% of 360,000 active | inhibition, % at 3 µM;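 active = percent inhibition above its own plate's cutoff, namely the mean of that plate's compound wells plus 3 SD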;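 also: peak over basal fluorescence ratio during 140 s after agonist addition; 0% = ACh EC80 plus DMSO and 100% = DMSO alone without agonist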
# Target sequence (P11229 whole entry, looked up): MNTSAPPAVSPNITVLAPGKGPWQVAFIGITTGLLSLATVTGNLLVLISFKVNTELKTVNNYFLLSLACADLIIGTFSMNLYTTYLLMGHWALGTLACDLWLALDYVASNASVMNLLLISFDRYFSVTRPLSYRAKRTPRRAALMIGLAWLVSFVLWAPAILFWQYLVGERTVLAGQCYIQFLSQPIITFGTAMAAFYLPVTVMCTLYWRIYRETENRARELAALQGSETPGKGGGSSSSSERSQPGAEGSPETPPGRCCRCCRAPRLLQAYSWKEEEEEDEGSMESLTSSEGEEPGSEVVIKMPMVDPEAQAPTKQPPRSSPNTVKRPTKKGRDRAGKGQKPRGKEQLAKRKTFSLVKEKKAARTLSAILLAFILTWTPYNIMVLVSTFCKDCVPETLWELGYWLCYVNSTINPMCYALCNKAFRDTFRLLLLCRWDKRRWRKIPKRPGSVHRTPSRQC
# M1 ag = human M1 muscarinic receptor agonism; P11229; CHO-K1 hM1, Fluo-8 calcium fluorescence, agonist mode; 0% DMSO, 100% acetylcholine EC100; activation, % at 3 µM; 0.33% of 360,000 active; AID 588814;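 active = activation above the run's mean compound activation plus 3 SD, cut at about 16% in these data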;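 also: peak over basal fluorescence ratio within a 140 s kinetic read after compound addition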
# TAAR1 ag = agonists of human TAAR1 | Q96RJ0 | CHO RD-HGA16 TAAR1, Fluo-8 calcium fluorescence; vehicle wells 0%, saturating PEA agonist 100% | activation, % at 3 µM | 0.99% of 360,000 active | AID 624467;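 active = activation above the mean activation of all test compounds in the run plus 3 SD, cut at about 38% in these data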
# Target sequence (Q96RJ0 whole entry, looked up): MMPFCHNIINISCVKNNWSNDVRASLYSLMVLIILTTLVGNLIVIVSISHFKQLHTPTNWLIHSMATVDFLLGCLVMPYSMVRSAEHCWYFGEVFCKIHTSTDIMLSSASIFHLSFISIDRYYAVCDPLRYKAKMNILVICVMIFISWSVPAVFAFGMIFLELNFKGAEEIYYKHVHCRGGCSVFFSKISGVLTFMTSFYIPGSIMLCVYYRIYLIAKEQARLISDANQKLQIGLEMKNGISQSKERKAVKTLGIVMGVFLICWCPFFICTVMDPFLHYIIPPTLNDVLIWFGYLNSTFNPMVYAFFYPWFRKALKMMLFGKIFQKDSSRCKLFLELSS
#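 test system = CHO RD-HGA16 cells carrying human TAAR1 plus Gα16 | schedule = 17-24 h seeding, 75 min 37 °C dye, 30 min RT | compound dosing = 3 µM single concentration | control set = DMSO and PEA EC100 | replicates = n 1 | signal = Fluo-8 fluorescence, 5 s baseline then 140 s kinetic read | measure = percent activation vs PEA EC100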
# CHO-K1 Ca antag = M1 antagonist counterscreen hit in parental CHO-K1 cells | ATP-induced calcium, Fluo-8 fluorescence | 0.6% of 360,000 active | inhibition, % at 3 µM;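 active = inhibition above a per-plate cutoff, the plate's mean sample inhibition plus 3 SD, cut at about 24% in these data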;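 also: 0% = DMSO plus EC80 ATP and 100% = DMSO alone without ATP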
# CHO-K1 Ca PAM = M1 PAM counterscreen hit in parental CHO-K1 cells; ATP EC20, Fluo-8 calcium fluorescence; 0% at ATP EC20, 100% at ATP max; activation, % at 3 µM; 0.02% of 360,000 active; AID 602247;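 active = activation above the run cutoff, the mean activation of all test compounds plus 3 SD, cut at about 40% in these data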;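 also: peak over basal fluorescence ratio in a 140 s read after ATP addition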
# TAAR1 antagonist = human TAAR1 antagonism; Q96RJ0; CHO RD-HGA16 TAAR1, Fluo-8 calcium fluorescence, antagonist; inhibition, % at 3 µM; 1.5% of 360,000 active; AID 624466;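 active = inhibition above a per-plate cutoff, the mean inhibition of test compounds on that plate plus 3 SD, cut at about 49% in these data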;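 also: 0% = DMSO plus EC80 beta-PEA response and 100% = DMSO alone without agonist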
#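 Test system – hTAAR1-expressing CHO RD-HGA16 cells, Gα16-coupled · Also added – β-PEA at EC80 concentration, post-compound challenge · Compound – 3 µM, single point · Incubation – dye loading 75 min at 37 °C, then 30 min room temperature · Measured by – Fluo-8 intracellular calcium dye fluorescence, real-time kinetic reads · Benchmarks – vehicle and agonist controls · Replicates – singlicate, one well per test compound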
# CHRM1 PAM = positive allosteric modulators of human M1 muscarinic receptor. P11229. CHO-K1 hM1, Fluo-8 calcium fluorescence, ACh EC20; 0% = ACh EC20, 100% = maximal ACh. activation, % at 3 µM. 0.088% of 360,000 active; in the data active = activation above about 19%, passing the limit was not always enough
# An asterisk follows results filed as active; x = not tested or not shown.
# The first eight records (preview)
1) CN(CC(=O)Nc1ccccc1C(F)(F)F)C(=O)C1CCN(S(=O)(=O)c2ccc3c(c2)OCCO3)CC1
2) Cc1occc1C(=O)N/N=C/C=C\c1ccccc1[N+](=O)[O-]
3) COc1cccc(C2C3=C(CC(C)(C)CC3=O)Nc3n[nH]c(C)c32)c1 (stereo unspecified)
4) COC(=O)c1cc(NC(=O)N2c3ccccc3Sc3ccccc32)cc(C(=O)OC)c1
5) CC1CCN(C(=O)c2ccccc2SCC(=O)NCC2CCCCC2)CC1
6) CCOC(=O)[C@H]1[C@H]2COc3ccccc3[C@@H]2N2C(=O)c3cc(F)ccc3NC(=O)[C@@]12C
7) Nc1c(-c2ccc(Cl)cc2)cnc2c(-c3ccc(F)cc3)cnn12
8) Cc1ccc(S(=O)(=O)N2CCN(Cc3ccccc3)CC2)s1

assay / compound	1	2	3	4	5	6	7	8
CHO-K1 Ca ag	1.0	0.3	0.6	1.2	1.9	-0.3	3.6	0.0
CHO parental Ca	-12	-7	-30	-18	-13	-11	1	-14
M1 antag	-25	1	-10	-5	-11	24	-5	0
M1 ag	-1	-5	-4	-7	-3	-11	-3	-7
TAAR1 ag	0	4	4	-3	0	9	3	-2
CHO-K1 Ca antag	-1	-2	-17	-5	-17	0	6	-10
CHO-K1 Ca PAM	6	4	12	12	6	-10	0	3
TAAR1 antagonist	0	1	1	7	-8	-6	5	-10
CHRM1 PAM	11	-2	11	5	5	-28	3	-3

# The list itself, from the first entry:
1) CN(CC(=O)Nc1ccccc1C(F)(F)F)C(=O)C1CCN(S(=O)(=O)c2ccc3c(c2)OCCO3)CC1
2) Cc1occc1C(=O)N/N=C/C=C\c1ccccc1[N+](=O)[O-]
3) COc1cccc(C2C3=C(CC(C)(C)CC3=O)Nc3n[nH]c(C)c32)c1 (stereo unspecified)
4) COC(=O)c1cc(NC(=O)N2c3ccccc3Sc3ccccc32)cc(C(=O)OC)c1
5) CC1CCN(C(=O)c2ccccc2SCC(=O)NCC2CCCCC2)CC1
6) CCOC(=O)[C@H]1[C@H]2COc3ccccc3[C@@H]2N2C(=O)c3cc(F)ccc3NC(=O)[C@@]12C
7) Nc1c(-c2ccc(Cl)cc2)cnc2c(-c3ccc(F)cc3)cnn12
8) Cc1ccc(S(=O)(=O)N2CCN(Cc3ccccc3)CC2)s1
9) Cn1c(CN2CCOCC2)c(C#N)c2ccccc21
10) C=CCn1c(=NC(=O)c2ccc(S(=O)(=O)N3CCCC3)cc2)sc2cc(NC(C)=O)ccc21

assay / compound	1	2	3	4	5	6	7	8	9	10
CHO-K1 Ca ag	1.0	0.3	0.6	1.2	1.9	-0.3	3.6	0.0	0.1	0.3
CHO parental Ca	-12	-7	-30	-18	-13	-11	1	-14	7	-3
M1 antag	-25	1	-10	-5	-11	24	-5	0	3	1
M1 ag	-1	-5	-4	-7	-3	-11	-3	-7	-6	-1
TAAR1 ag	0	4	4	-3	0	9	3	-2	7	1
CHO-K1 Ca antag	-1	-2	-17	-5	-17	0	6	-10	-5	2
CHO-K1 Ca PAM	6	4	12	12	6	-10	0	3	14	-3
TAAR1 antagonist	0	1	1	7	-8	-6	5	-10	-12	12
CHRM1 PAM	11	-2	11	5	5	-28	3	-3	2	4

11) COc1ccc(NC(=O)CN(C)C(=O)c2cn(-c3ccccc3)nc2-c2cccs2)cc1
12) CCCn1c(NCc2ccc(N(C)C)cc2)nc2ccccc21
13) C=CCn1c(=O)n(C(=O)OCC)c2cc(Br)ccc21
14) O=C(CN(C(=O)c1csnn1)c1cccc(F)c1)NCc1ccc(F)cc1
15) Cc1ccc(CNC(=O)c2ccc3c(c2)NC(=O)CS3)cc1
16) CCN(CCNC(=O)CCCn1nc(C)n2c(cc3sccc32)c1=O)c1ccccc1
17) COc1ccccc1C(=O)NCCC(=O)N(C)CC(=O)Nc1ccc(C)cc1
18) Cn1c(=O)c2c(nc(Cl)n2Cc2ccc(Cl)c(Cl)c2)n(C)c1=O
19) CCOc1ccc(S(=O)(=O)NCc2ccc3c(c2)OCO3)cc1C
20) COc1ccc(C2=NN(C(=O)c3cccnc3)C(c3ccccc3)C2)cc1 (stereo unspecified)

assay / compound	11	12	13	14	15	16	17	18	19	20
CHO-K1 Ca ag	5.5	0.1	0.0	0.2	1.9	3.8	0.4	1.4	3.0	-0.5
CHO parental Ca	-6	-7	-11	-12	-8	-24	-16	-16	-9	-9
M1 antag	13	-11	-4	-8	6	-4	-9	-9	-15	-3
M1 ag	-2	-5	-14	-2	-2	-9	-4	-2	-2	-9
TAAR1 ag	11	2	1	5	2	25	0	5	1	2
CHO-K1 Ca antag	-4	21	1	-8	-9	-8	-15	-7	-14	-9
CHO-K1 Ca PAM	5	0	-2	-3	2	7	15	14	19	20
TAAR1 antagonist	56*	-17	-13	-4	-2	-6	-41	-15	-10	-13
CHRM1 PAM	-4	9	-4	5	-2	-2	4	7	7	4

21) CN(C)c1ccc(NC(=S)NC(=O)/C=C/c2ccco2)cc1
22) Cc1ccc(-c2nnc3c4ccccc4c(C)nn23)cc1S(=O)(=O)N1CCN(CCO)CC1
23) COc1cc(OC)cc(-n2nnnc2SCC(=O)N2CCCC2)c1
24) C[C@@H]1CN([C@@H](C)CO)C(=O)CCCn2cc(nn2)CO[C@H]1CN(C)C(=O)OCc1ccccc1
25) COc1ccc(S(=O)(=O)Nc2ccccc2OC)cc1NC(=O)c1cc2ccccc2oc1=O
26) O=S(=O)(c1ccccc1)n1ccc2cccnc21
27) Cc1ccc(C)c(NC2CCCCC2NS(=O)(=O)c2ccccc2)c1 (stereo unspecified)
28) CC(=O)N/N=C(\C)CCc1ccccc1
29) Cc1ccc(-c2nn(C)c(=O)c3ccccc23)cc1S(=O)(=O)NCCO
30) Nc1nnc(SCC(=O)Nc2cccc(Cl)c2)s1

assay / compound	21	22	23	24	25	26	27	28	29	30
CHO-K1 Ca ag	0.9	1.4	0.9	0.7	0.9	0.2	-0.9	0.5	0.9	0.6
CHO parental Ca	-13	-20	-8	x	-4	-9	-22	-8	-20	x
M1 antag	-5	7	-12	-7	-5	-10	0	5	-10	-4
M1 ag	-13	-4	-9	-6	-6	-4	-5	-2	-4	0
TAAR1 ag	10	7	2	1	2	7	-4	4	13	2
CHO-K1 Ca antag	-11	13	-1	-2	-8	-4	-20	-7	-22	-3
CHO-K1 Ca PAM	19	-5	16	10	24	13	10	8	18	9
TAAR1 antagonist	-6	35	16	1	2	5	-3	-2	1	-19
CHRM1 PAM	5	0	6	1	2	4	-3	2	3	7

31) CCCCCCN1C[C@@H](O)[C@H](n2cc(C3CC3)nn2)C[C@@H]1c1ccc(Cl)cc1
32) CCc1ccc(CN2CCCC(C(=O)N3CCCCC3)C2)cc1 (stereo unspecified)
33) CCOc1ccc(NC(=O)CSc2nnc(C3CC3)n2C2CC2)cc1
34) COc1ccc(-c2[nH]ncc2CN(C)CC2CCCCO2)cc1F (stereo unspecified)
35) O=S(=O)(c1ccc2ccccc2c1)N1CCc2ccccc21
36) C[C@@H]1CN([C@@H](C)CO)C(=O)CCCn2cc(nn2)CO[C@H]1CN(C)C(=O)CCCN(C)C
37) Cc1nc2ccccc2c(=O)n1NC(=O)CCC(=O)O
38) CNC(=O)CN1C(=O)c2cccc3cccc1c23
39) CC(C)N1C(=O)CCC1C(=O)N1CCN(c2ccc(F)cc2)CC1 (stereo unspecified)
40) COc1ccc(N(C)S(=O)(=O)c2ccc(C)cc2)c([N+](=O)[O-])c1

assay / compound	31	32	33	34	35	36	37	38	39	40
CHO-K1 Ca ag	0.1	0.3	0.9	1.3	1.3	0.1	0.9	0.2	0.9	-0.1
CHO parental Ca	x	-25	-3	-13	x	x	-12	4	-9	-15
M1 antag	-4	-12	-5	-10	4	-5	-4	-6	-8	6
M1 ag	-2	-11	-4	-1	-4	-5	-2	-3	-3	-1
TAAR1 ag	-2	1	4	5	1	2	3	4	1	5
CHO-K1 Ca antag	-1	4	-14	6	-1	2	-11	-8	-10	-8
CHO-K1 Ca PAM	-12	-1	20	-11	17	-5	11	0	20	16
TAAR1 antagonist	-22	3	-2	5	12	-1	8	-6	11	8
CHRM1 PAM	3	10	9	12	-2	2	5	10	7	5

41) COc1ccc(C(=O)Nn2cnnc2)c(OC)c1
42) CC(=O)Nc1ccc(S(=O)(=O)N2CCN=C2SCc2ccc(C)cc2)cc1
43) O=C(/C=C/c1cccc(Cl)c1)NCCCN1CCOCC1
44) Nc1nc(-c2ccccc2)[nH]c(=O)c1N=O
45) O=C(NCCn1cc(SCc2ccc(F)cc2)c2ccccc21)c1ccccc1F
46) CC(=O)OC1C2CCC1C([N+]1(C)CCCCC1)CC2 (stereo unspecified)
47) C=CCn1c(COc2ccc(Cl)cc2)nnc1SCC(=O)N/N=C/c1cccc(O)c1
48) Cc1ccc(N(CC(=O)Nc2cc(C)cc(C)c2)S(=O)(=O)c2c(C)noc2C)cc1
49) COCC(C)N1C(=O)Cc2c1nc(N)c1c(N)nc(N3CCN(c4ccccc4F)CC3)c(C#N)c21 (stereo unspecified)
50) CC(O)(c1ccc(F)c(F)c1)c1nc(/C=C/c2ccccc2)cs1 (stereo unspecified)

assay / compound	41	42	43	44	45	46	47	48	49	50
CHO-K1 Ca ag	0.3	14	1.4	1.1	2.1	1.5	-0.1	-0.5	4.8	-0.2
CHO parental Ca	-2	-4	2	-4	71*	-18	-30	-22	-16	x
M1 antag	-6	-2	-8	-9	4	1	-3	-10	6	0
M1 ag	-6	8	-3	-5	-4	-16	-5	-5	-7	-2
TAAR1 ag	8	10	0	6	x	4	9	-3	52*	1
CHO-K1 Ca antag	4	7	-9	-10	-7	-17	-16	-2	2	1
CHO-K1 Ca PAM	4	-1	25	4	28	18	16	13	19	-11
TAAR1 antagonist	13	21	-3	-14	x	3	25	11	49*	5
CHRM1 PAM	3	0	3	10	-6	-2	2	0	0	-4

51) CC1OC(CCc2cccc(Cl)c2)Cc2[nH][nH]c(=O)c21 (stereo unspecified)
52) COc1ccc(-c2csc(C(C)(O)c3cccnc3)n2)cn1 (stereo unspecified)
53) NC(=S)Nc1cc(Cl)ccc1Cl
54) Cc1cccn2c(=O)c3cc(C(=O)NCC4CCCO4)c(=N)n(C4CCCC4)c3nc12 (stereo unspecified)
55) O=C(c1ccc(-n2cccn2)cc1)N1CCc2c([nH]c3ccccc23)C1c1ccccn1 (stereo unspecified)

assay / compound	51	52	53	54	55
CHO-K1 Ca ag	1.6	1.2	1.5	0.7	2.9
CHO parental Ca	x	x	-19	-2	-13
M1 antag	x	-15	-19	-9	1
M1 ag	x	1	-2	-13	2
TAAR1 ag	1	3	4	1	17
CHO-K1 Ca antag	-15	-8	-17	-13	-2
CHO-K1 Ca PAM	7	8	21	6	2
TAAR1 antagonist	-4	3	-8	-12	48
CHRM1 PAM	x	8	10	4	9
